Assay outcomes from PubChem BioAssay.
A-T KAP1 phos – potential ataxia-telangiectasia treatments restoring KAP-1 phosphorylation; Potency, µM (titrated, usually from 57.5 µM), for inactives: at the highest dose activation, actives largely listed as activators; AID 485349; […] A-T fibroblasts, KAP-1 phosphorylation AlphaLISA; neocarzinostatin DNA damage 30 min before lysis; actives 0.19% (n = 320,000); also: potency is read from the fitted curve at half-maximal effect; % of control where 0% means no effect; nearly all actives have a fitted effect of over 45% in size
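ATM-like activity read as KAP-1 phosphorylation via AlphaLISA donor/acceptor antibody pairs after lysis and 6 hr at 25C. Cells were ATM-null patient fibroblasts ([…], hTERT), dosed 60 min, then exposed to the DSB inducer NCS for 30 min.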
Eya2 inh – inhibitors of human Eya2 phosphatase activity | recombinant Eya2, OMFP fluorescence dephosphorylation (OMFP is methylfluorescein phosphate) | Potency, µM (series often up to 76.9 µM), without a hit: at the highest dose activity, negative = inhibition, hits mostly inhibitors | actives 0.006% (n = 330,000); also: potency is read from the fitted curve at half-maximal effect; % is scaled to controls: 0 for no effect and ±100 for the full control effect
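Eya2 (0.2 uM) preincubated 10 min at ambient with compound, then OMFP substrate added at 50 uM; 10 min reaction in 50 mM HEPES pH 7.5, 50 mM NaCl, 5 uM MgCl2, 0.05% BSA, 1 mM DTT. Fluorescence read at Ex 485/Em 525 nm.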
Tb PFK block – blocks T. brucei phosphofructokinase | O15648 | T. brucei PFK, ADP-Glo luminescence | Potency, µM (titrated, usually from 57.5 µM), without a hit: top-dose activity, negative = inhibition, hits mostly inhibitors | actives 0.17% (n = 330,000) | AID 485367;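 also: potency is read from the fitted curve at half-maximal effect; 0% = uninhibited 1x PFK enzyme wells and -100% = no-enzyme wells; nearly all actives have a fitted effect of over 60% in size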
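1.25 nM PFK with 0.5 mM F6P and 0.1 mM ATP in 0.1 M TEA pH 8.0, 5 mM MgCl2, incubated 45 min at room temperature; ADP measured by ADP-Glo luminescence; compounds titrated up to 57 uM.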
Mito fusion act – inhibitors of mitochondrial division or activators of mitochondrial fusion. actives 0.23% (n = 320,000). S. cerevisiae fusion-defective mutant growth rescue, CellTiterGlo 48 h. Potency, µM (highest dose often 46.1 µM), for inactives: at the highest dose growth rescue (activation), hits mostly activators;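 also: potency is read from the fitted curve at half-maximal effect; % of control where 0% means no effect; nearly all actives have a fitted effect of over 45% in size; temperature-sensitive fusion mutants such as fzo1-1 at 37 °C on non-fermentable ethanol glycerol medium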
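S. cerevisiae fusion-defective temperature-sensitive mutants (e.g. fzo1-1, mgm1-5) grown 48 h at 37C in YPEG (ethanol/glycerol non-fermentable) medium with 23 nl compound per well; growth rescue read as CellTiterGlo luminescence.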
ELG1 repair inh – ELG1-dependent DNA repair inhibition | Potency, µM (top dose mostly 46.1 µM), inactives show at the highest dose activity change, negative = inhibition, actives largely listed as inhibitors | actives 2.3% (n = 330,000) | HEK293T ELG1-luciferase reporter, luminescence, 16 h; DNA damage induced by 5-fluorouridine; also: potency is read from the fitted curve at half-maximal effect; % is scaled to controls: 0 for no effect and ±100 for the full control effect; nearly all actives have a fitted effect of over 55% in size
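Overnight (16 hr) co-exposure of 2,000 cells/well to 5-fluorouridine and compound at 37 °C preceded detection. Luciferase was quantified via ONE-Glo luminescence; loss of signal denotes inhibition.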
Integrin act MD – activators of alpha7 integrin expression for muscular dystrophy | alpha7betagal myoblasts, beta-gal FDG fluorescence, 48 h | AID 624291 | Potency, µM (titrated, usually from 38.3 µM), for the others: top-dose activation, hits mostly activators | actives 0.064% (n = 350,000);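 also: potency is read from the fitted curve at half-maximal effect; 100% = response of the positive control SU9516; nearly all actives have a fitted effect of over 60% in size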
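Alpha7betagal+/- myoblasts (passage 13) were plated 16-24 hr, then exposed to compounds (1:260 dilution of DMSO stock) for 48 hours at 37C. After MPER lysis, β-galactosidase reporter activity was read as FDG fluorescence (ex 480/em 540) after 30 minutes.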
TCR activator – T cell receptor activation; primary human leukocytes, anti-CD3, IL-2 HTRF, 48 h; Potency, µM (highest dose often 9.22 µM), for the others: top-dose activation of IL-2 secretion, most hits filed as activators; 330,000 tested, under 10 active; AID 504894; also: % of control where 0% means no effect
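Primary human leukocytes receive a-CD3 beads and test compound and are incubated 48 hr. Secreted IL-2 is then assayed by HTRF, measuring 665nm acceptor emission after 320nm excitation of the europium donor.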
TSHR antagonist – antagonists of human thyroid stimulating hormone receptor | P16473 | TSHR-expressing cells, TSH-stimulated cAMP HTRF, 2 h; hits give low values | AID 504810 | actives 0.2% (n = 330,000) | activity change, negative = inhibition, % at 11.5 µM;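 active = activity change below a set negative limit, meaning inhibition stronger than a set level, cut at about -70% in these data; inconclusive = activity change between two set negative limits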; also: % is scaled to controls: 0 for no effect and ±100 for the full control effect
Target sequence (P16473 whole entry, looked up): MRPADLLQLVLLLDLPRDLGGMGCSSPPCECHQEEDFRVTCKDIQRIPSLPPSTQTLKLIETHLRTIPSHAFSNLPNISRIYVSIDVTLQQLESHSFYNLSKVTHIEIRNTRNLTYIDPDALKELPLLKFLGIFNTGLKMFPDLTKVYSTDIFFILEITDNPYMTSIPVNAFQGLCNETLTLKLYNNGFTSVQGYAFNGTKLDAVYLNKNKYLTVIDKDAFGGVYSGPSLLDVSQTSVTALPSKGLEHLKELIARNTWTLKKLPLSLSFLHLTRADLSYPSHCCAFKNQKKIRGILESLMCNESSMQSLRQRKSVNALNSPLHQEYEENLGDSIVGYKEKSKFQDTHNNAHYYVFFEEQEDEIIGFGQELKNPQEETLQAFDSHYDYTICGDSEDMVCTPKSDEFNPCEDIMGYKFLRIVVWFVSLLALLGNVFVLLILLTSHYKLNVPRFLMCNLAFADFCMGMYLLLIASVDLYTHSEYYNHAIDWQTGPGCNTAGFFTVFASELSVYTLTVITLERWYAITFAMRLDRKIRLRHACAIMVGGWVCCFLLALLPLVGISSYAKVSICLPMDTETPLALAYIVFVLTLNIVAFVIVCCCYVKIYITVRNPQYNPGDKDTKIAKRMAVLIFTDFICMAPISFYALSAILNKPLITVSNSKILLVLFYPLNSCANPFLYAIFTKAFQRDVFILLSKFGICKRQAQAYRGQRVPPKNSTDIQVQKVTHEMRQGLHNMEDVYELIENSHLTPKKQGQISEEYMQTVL
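Read-out is FRET at 665 nm (cryptate excitation 337 nm) from a cryptate-tagged anti-cAMP antibody, competed by cell cAMP against cAMP-d2. Compounds are tested on freshly harvested TSHR cells challenged with 4nM TSH (EC80) for 2 hours at 37 deg C.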
ASM inhibitor – inhibitors of human secretory acid sphingomyelinase | P17405 | placental ASM, HMU-PC fluorogenic substrate, 60 min | Potency, µM (titrated, usually from 57.5 µM), without a hit: at the highest dose activity change, negative = inhibition, usual class: inhibitors | actives 0.006% (n = 340,000) | AID 504937; also: potency is read from the fitted curve at half-maximal effect
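Steps: dispense placental human ASM, pin compound, wait 10 min at room temperature, add HMU-PC0 substrate at 9 uM final, incubate 60 min at 37 °C, add stop solution raising pH to 10, read fluorescence.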
TSG101-PTAP inh – blocks PTAP/TSG101 interaction to inhibit HIV-1 budding; Fluorescence polarization, FITC-PTAP peptide / Tsg101 binding; Potency, µM (doses to about 115 µM), without a hit: at the top dose activity change, negative = inhibition, actives largely listed as inhibitors; 340,000 tested, under 10 active; AID 493005; active = well fitted inhibition curve with a large enough effect in the main read-out, with a control signal flat, not every such curve was filed as active; inconclusive = small, poorly fitted or top-dose-only effect, or effect the other way, or a change in a side signal; inactive = no such curve, though single readings can be large or run the other way; also: potency is read from the fitted curve at half-maximal effect; % of control where 0% means no effect
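Tsg101 binding domain (10 uM final) was mixed with compound and a FITC-labeled PTAP peptide (50 nM final) in HEPES pH 7.5 buffer with NaCl, Tween 20, EDTA and TCEP; fluorescence polarization was read after 20 min at r.t.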
Chronic BCR inh – chronic active BCR signaling inhibition; actives 0.05% (n = 340,000); ABC-DLBCL IkBa-CBG/CBR reporter, luminescence ratio, 4 h; Potency, µM (series often up to 46.1 µM), for the others: top-dose ratio change, negative = lower green/red ratio, usual class: inhibitors; active = well fitted inhibition curve with a large enough effect in the signal ratio, with a control signal flat, not every such curve was filed as active; inconclusive = small, poorly fitted or top-dose-only effect, or effect the other way, or a change in a side signal; the % refers to the signal ratio;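 also: potency is read from the fitted curve at half-maximal effect; plate controls were basal doxycycline-induced cells for no effect and cells given 10 µM MG132 for full effect; MG132 reads +100%, hits lower the ratio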
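TMD8 ABC-DLBCL cells carrying doxycycline-inducible green luciferase fused to IkappaBalpha plus unfused red luciferase were exposed to compounds (up to 46 uM) for 4 hrs at 37C. Activity came from the overlap-corrected green/red luminescence ratio.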
Numbers without * were called inactive; ? = inconclusive; nt = not tested or not shown; [ ] = dose if it differs, or a comment. Unless noted, calls follow the shape of the dose curve; as a rule, active = well fitted curve in the direction sought with a large enough effect; inconclusive = small, poorly fitted or top-dose-only effect, or another doubt; inactive = no such curve, though single readings can be large; an effect the other way counts as inactive or inconclusive.

SMILES	A-T KAP1 phos	Eya2 inh	Tb PFK block	Mito fusion act	ELG1 repair inh	Integrin act MD	TCR activator	TSHR antagonist	ASM inhibitor	TSG101-PTAP inh	Chronic BCR inh
CC(C)N1C(=O)c2ccccc2C1C(=O)NCCc1ccccc1 (configuration not stated)	0.9%	3.0%	3.9%	-3.5%	1.9%	-22.9%	-1.6%	6.4	4.6%	0.8%	5.5%
O=C(CSc1nc2c(cnn2-c2ccccc2)c(=O)[nH]1)NC1CCS(=O)(=O)C1 (configuration not stated)	2.0%	2.2%	-3.4%	-1.9%	8.5%	14.9%	-1.1%	2.1	1.3%	0.8%	-0.7%
O=C(NCc1ccc(N2CCCC2=O)cc1)Nc1cccc(Cl)c1	nt	-10.8%	-5.1%	-2.3%	?	6.8%	0.5%	-20.0	-1.7%	-4.4%	11.8%
Cc1sc(-n2c(C)ccc2C)c(C#N)c1C	-1.8%	-1.3%	0.9%	2.8%	12.2%	1.7%	nt	-5.2	0.0%	-5.3%	1.3%
C=CCNC(=O)C(C(=O)OCC)C1CCCCC1 (configuration not stated)	3.0%	-20.7%	3.6%	0.5%	-4.1%	-7.0%	3.7%[46.1 µM]	-2.8	1.5%	-2.7%	-5.7%
CC(C)Oc1cc(C(=O)NC2CCCCC2)c2ccccc2n1	5.4%	4.4%	1.7%	-4.6%	2.8%	13.7%	-0.4%	-15.6	-4.9%	-2.6%	1.2%
CCN1C(=O)[C@H]2[C@@H](c3ccc(-c4ccc5c(c4)OCO5)cc3)N3CCC[C@@]3(C(=O)OC)[C@H]2C1=O	?	4.3%	0.0%	23.3%	?	7.8%	5.5%	-15.8	22.1%	2.1%	0.9%
O=C(COc1ccccc1Cl)Nc1ccccc1C(=O)N1CCCCC1	11.2%	1.0%	-2.4%	0.4%	?	?	6.0%	-2.2	-0.7%	-1.3%	3.6%
O=C(COC(=O)c1ccccc1)NCc1cccs1	0.7%	-6.8%	-10.1%	-2.3%	24.4%	1.6%	5.3%[46.1 µM]	-0.9	-2.1%	-7.5%	-1.1%
O=c1oc2ccccc2c(Nc2cccc3cccnc23)c1[N+](=O)[O-]	2.2%	-1.1%	1.4%	1.9%	6.5%	-27.3%	5.7%	12.0	-0.1%	-8.6%	-10.5%
CCCCCCCC(=O)N1CCN(c2cc3c(cc2F)c(=O)c(C(=O)O)cn3CC)CC1	-5.2%	-0.1%	1.0%	-16.0%	-0.8%	2.0%	-1.6%	-5.6	-8.6%	-5.1%	7.2%
C=CCn1c(SCC(=O)Nc2cc(Cl)ccc2C(=O)O)nc2sc(C)c(C)c2c1=O	1.5%	-0.9%	-6.0%	-3.7%	17.8%	6.6%	5.0%	-6.1	8.2%	-9.7%	?
COc1ccc(-n2nnc3c(=O)n(CC(=O)N4CCC(C)CC4)cnc32)cc1	-3.8%	13.7%	-0.8%	8.6%	-28.9%	-8.5%	2.6%	21.9	-1.4%	-5.8%	?
COC(=O)[C@]1(C)N[C@H](c2ccc(-c3ccccc3)cc2)[C@@H]2C(=O)N(C)C(=O)[C@@H]21	15.2%	6.6%	-13.6%	4.0%	?	32.3%	3.4%	-22.7	-1.5%	0.2%	-0.4%
Cn1ccnc1Sc1ccc(C=O)cc1[N+](=O)[O-]	-6.3%	6.6%	-7.9%	-5.0%	-3.0%	-40.6%	3.9%	-18.5	5.3%	-1.7%	-1.2%
COc1ccccc1NS(=O)(=O)c1ccc(C)c(C(=O)NCc2cccnc2)c1	4.9%	13.1%	-0.8%	-3.1%	13.0%	12.4%	12.2%	-12.2	-1.3%	-4.5%	?
COc1ccc(NC(=O)C2C3C=CC(O3)C2C(=O)NCc2cccnc2)cc1 (configuration not stated)	-9.1%	-5.6%	0.9%	-5.0%	-8.7%	-15.0%	5.0%	-7.7	-6.0%	-0.5%	4.3%
O=C(CN1C(=O)COc2ccccc21)Nc1ccccc1F	0.8%	-7.9%	2.2%	1.2%	9.4%	0.0%	nt	-3.6	4.5%	-4.3%	?
N#Cc1c(=O)c2nc(NCCCO)ncc2n2c(=O)c3ccccc3[nH]c12	2.3%	-19.4%	-0.7%	-1.0%	6.5%	-21.9%	-10.9%	-5.7	17.4%	-9.9%	?
O=C(Cn1cnc2c(oc3ccccc32)c1=O)NCC1CCCO1 (configuration not stated)	-0.9%	6.0%	4.1%	-1.0%	16.6%	16.9%	nt	34.6	3.1%	-9.7%	6.1%
O=C(CN1C(=O)CSc2ccc(S(=O)(=O)N3CCOCC3)cc21)NCCCN1CCOCC1	1.2%	13.0%	-1.9%	2.6%	6.5%	6.4%	-0.4%	-0.9	-1.8%	-4.3%	-16.6%
O=C(Nc1ccc2c(c1)nc1n2CCOC1)C1CCCCC1	-0.5%	-1.3%	0.3%	2.6%	?	1.2%	4.5%	2.8	-1.1%	-3.0%	0.0%
Cc1ccc(NS(=O)(=O)c2ccc(C(=O)NCC3CCCO3)cc2)cc1 (configuration not stated)	0.0%	-9.5%	-3.9%	-1.8%	?	-10.1%	5.4%	9.1	-4.8%	-2.5%	-0.8%
CCNc1nc(Oc2ccc(C(=O)OCC)cc2)nc(N2CCOCC2)n1	1.2%	3.4%	1.6%	5.3%	-19.4%	nt	nt	37.6	nt	nt	-8.9%
CCOc1ccc(CNC(=S)N/N=C/c2ccncc2)cc1	2.3%	-13.4%	-0.8%	-1.4%	24.8%	-36.8%	-3.9%[46.1 µM]	-0.5	-9.4%	-3.2%	?
COC(=O)C1SCC2C(=O)N(Cc3ccc(F)cc3)CC(=O)N21 (configuration not stated)	0.8%	9.6%	-2.0%	-4.3%	0.1%	8.91µM*	-5.3%	10.9	0.2%	-0.4%	-10.4%
Cc1ccccc1C1CCCN(Cc2nc(C3CC3)no2)C1 (configuration not stated)	7.6%	5.1%	1.3%	-2.7%	-9.1%	5.4%	1.0%	4.4	-0.1%	-11.3%	7.9%
CCCCN(C)CCNC(=O)CN1C(=O)CSc2ccc(S(=O)(=O)N3CCCCC3)cc21	-2.9%	-8.6%	-8.6%	5.1%	?	12.3%	0.6%	-26.7	1.9%	-1.6%	?
CCOc1ccc(Oc2ccc(S(=O)(=O)N3CCOCC3)cc2NC(=O)CCNC(C)=O)cc1	-5.3%	15.7%	0.1%	-0.1%	-0.9%	-22.0%	0.9%	-1.1	-2.3%	-6.0%	?
O=C(O)c1ccc2c(c1)C(=O)N([C@H](Cc1ccc(O)c(O)c1)C(=O)O)C2=O	-12.9%	7.0%	?	-4.0%	nt	nt	nt	34.6	nt	nt	5.5%
O=C(NNc1cc(Cl)ccc1Cl)c1cccnc1Cl	-3.6%	-1.3%	-2.9%	1.8%	-9.1%	-0.3%	nt	-1.7	0.4%	0.6%	8.8%
O=C(CSc1nnc(-c2ccc(F)cc2)o1)N1CCN(C(=O)c2ccco2)CC1	6.8%	-2.9%	4.2%	1.4%	?	4.2%	-12.2%	5.5	4.2%	-7.7%	-4.5%
Cc1nc(C(N)=O)c(N)n1CCc1ccccc1	7.9%	0.3%	0.0%	1.0%	0.0%	-6.6%	1.6%	16.5	8.6%	-0.8%	-0.1%
Cc1ccnc(NC(=O)CNC(=O)c2ccco2)c1	-2.7%	4.7%	4.1%	-1.1%	?	1.9%	2.9%	-8.1	2.4%	-5.7%	8.8%
CCOC(=O)N1CCN(c2ccc(N3C(=O)CCCC3=O)cc2[N+](=O)[O-])CC1	-7.4%	-0.7%	-2.1%	-4.4%	2.1%	0.5%	-6.4%	9.6	2.7%	-0.7%	-2.2%
